From PubChem BioAssay
PglD DTNB = PglD (C. jejuni) enzyme inhibition | purified PglD enzyme, DTNB colorimetric CoA detection | inhibition, % at 12.5 µM | 360,000 tested, 0.098% active; in the data active = inhibition above about 16%, passing the limit was not always enough; also: strong numbers were not always called active
PGC1a acetyl inh = PGC1a acetylation modulation, inhibitor mode; U2OS PGC1a acetylation, AlphaScreen anti-acetyl-lysine; with virally co-expressed GCN5 acetyltransferase; inhibition, % at 15.6 µM; 350,000 tested, 0.17% active; AID 651687;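 active = every replicate shows inhibition of at least 40%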;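 also: 0% = neutral control wells and 100% = positive control wells; some results beyond the cut were filed as inactive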
Cneo AK release = causes C. neoformans cell lysis; adenylate kinase release luminescence, 4 h; normalised: neutral wells 0, clomiphene wells 100; lysis activity, % at 15 µM; 360,000 tested, 0.2% active;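 active = mean lysis activity across replicates of at least 80%, whatever share of replicates individually reach that level; inactive = mean lysis activity below 80%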
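read-out = cell lysis signal | test system = log-phase Cryptococcus neoformans yeast cells | input = cells at 5 × 10^6 per mL | medium = fresh YPD growth medium | signal = luminescent adenylate kinase detection reagent | timing = 4 h at 37 °C static, read 1 h later | dosing = single dose | controls = Clomiphene as positive lysis control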
F508del corr = correctors of CFTR F508del function in bronchial epithelial cells; CFBE cells, YFP halide quenching; stimulated with forskolin plus potentiator P3; % fluorescence drop versus neutral controls; activity (quench increase), % at 7.58 µM; 350,000 tested, 0.36% active; AID 720511;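 active = mean added fluorescence quench of at least 8% versus neutral control, with both replicates also reaching 8%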;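 also: cells transiently co-express mutant CFTR-F508del with the halide-sensitive YFP; corrector assay measuring rescue of mutant channel to the surface after 24 h compound exposure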
C2C12 statin = suppression of simvastatin myotoxicity; C2C12 myotubes + simvastatin, ATP luminescence, 48 h; scaled: DMSO 0, geranylgeraniol control 100; rescue of ATP level, % at 7.49 µM; 330,000 tested, 0.78% active;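 active = mean ATP rescue above about 67%, or every replicate alone reaching that limit, limit read from the data, passing the limit was not always enough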;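 also: myotubes were challenged with 10 µM simvastatin during compound exposure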
miR-122 sensor = blocks miR-122 activity in Huh7 sensor cells | activation (reporter increase), % at 12.5 µM | 340,000 tested, 0.3% active | Huh7 miR-122 Renilla luciferase sensor, 48 h; neutral wells = 0, positive control = 100;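 active = mean replicate activation score at least 90 and every replicate individually at or above 90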;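 also: higher luciferase means less miR-122 activity so hits act as miR-122 inhibitors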
GSIS activator = GLuc luminescence reporter in INS-1E cells, primary screen for activators of glucose-dependent secretion of insulin; INS-1E GLuc reporter insulin secretion, 2-3 h; activation, % at 16.6 µM; 370,000 tested, 0.61% active; AID 743287;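 active = lowest replicate activation of at least 40%, so every replicate reaches that level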;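 also: 0% = median of neutral control wells and 100% = median of IBMX positive control wells; some compounds called inactive have numbers as strong as hits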
FN deposition inh = fibronectin deposition inhibition; AH1F fibroblasts, Alexa488-fibronectin deposition fluorescence, overnight; inhibition, % at 12.6 µM; 350,000 tested, 0.086% active; AID 743247;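 active = mean inhibition across replicates of 30% or more, regardless of how many single replicates reach that level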;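 also: positive control wells lacked labelled fibronectin entirely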
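material = AH1F fibroblast monolayer depositing Alexa488-labelled fibronectin into matrix | amount = 10000 AH1F cells/well | buffer or medium = DMEM plus 2% serum, read in PBS | incubation = 1 h cell adhesion before compound, then overnight fibronectin incubation | detection = fluorescence at 485 nm excitation, 525 nm emission | evaluation = percent inhibition as loss of matrix-bound fibronectin fluorescence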
Starred values were filed as active, the others as inactive; . = not tested or not shown; [ ] = dose if it differs, or a comment.

SMILES	PglD DTNB	PGC1a acetyl inh	Cneo AK release	F508del corr	C2C12 statin	miR-122 sensor	GSIS activator	FN deposition inh
NS(=O)(=O)c1ccc(CCNC(=O)Nc2ccc(Cl)c(Cl)c2)cc1	1	-8	4	.	-15	-2	-34	2
Cc1ccccc1S(=O)(=O)N1C[C@@H](O)COC[C@H]2O[C@@H](CC(=O)N3CCCCC3)CC[C@@H]21	-1	-9	-5	-0.3	3	5[16.7 µM]	4	5
CC(=O)Nc1ccc(N=c2cc([N+](=O)[O-])cc(Cl)n2O)cc1	-1	-22	-2	1.6	10	-4	7	4
COC(=O)Cc1c(C)c2ccc(OCC(=O)N(C)C)cc2oc1=O	3	6	-2	.	0	-3	.	7
c1n[nH]c(NC2=NCCC2)n1	7	0	-2	.	6	2	.	0
CC=Cc1ccc2n(c1=O)C[C@@H]1[C@@H](CO)[C@H](C(=O)N(C)C)[C@H]2N1CC1CC1 (mixture of isomers)	3	-16	-1	1.7	2	3[16.7 µM]	12	.
COC(=O)CCN(c1ccccc1)S(=O)(=O)c1cc(-c2cc(C)no2)ccc1C	3	-29	5	1.6	6	1	-7	6
CC(C)CCNC(=O)C(=O)Nc1ccc2c(c1)N(S(=O)(=O)c1cccs1)CCC2	.	-33	.	12*	-87	42	-15	19
C=CCSc1ncc(C#N)c(N)n1	0	0	0	.	4	-12	.	8
Cc1ccc(-c2cc(C(F)F)n3ncc(C(=O)N4CCN(c5ccccn5)CC4)c3n2)cc1	.	-19	1	-2.4	3	-11	-26	-3
COc1ccc(C2/C(=C(\O)c3ccc4c(c3)OCCO4)C(=O)C(=O)N2Cc2ccco2)c(OC)c1 (stereo unspecified)	5	.	1	.	.	-8	.	-10
Cc1cccc(NC(=O)CN(C)S(=O)(=O)c2cnc[nH]2)c1C	3	.	0	1.1	0	-6	-3	1
O=C(CC1(O)C(=O)Nc2ccc(Br)cc21)c1ccc2c(c1)OCO2 (stereo unspecified)	-6	8	0	.	33	13	.	4
CCOc1cccc(C(=O)Nc2cccnc2)c1	3	-21	-6	.	-4	2	.	.
COc1ccccc1CNC(=O)CCS(=O)(=O)Cc1ccc(C)cc1	2	-7	0	0.8	1	3	88*	4
COc1cc(-c2nc(-c3ccccc3)c(-c3cccs3)[nH]2)cc(OC)c1OC	-4	0	0	.	6	-11	.	.
CC(=O)NC(c1ccc(C(C)C)cc1)c1ccc2cccnc2c1O (stereo unspecified)	-1	.	1	8.9*	6	.	-23	13
Clc1ccc(-c2nnc(NCCN3CCCC3)c3ccccc23)cc1	2	2	1	1.1	1	2	32	-8
COc1cc(C(=O)Nc2ccc(N(C)C)cc2)c([N+](=O)[O-])cc1OC	-8	.	0	.	.	.	3	-8
CCOC(=O)C1=C(CC)OC(N)=C(C#N)C1c1ccsc1 (stereo unspecified)	7	-2	-7	.	.	1	31	7
COC(=O)/C=c1/s/c(=C(/C#N)C(=O)N2CCCCC2)n(-c2ccccc2)c1=O	-1	-3	-3	.	.	-3	9	4
O=C(Nc1ccccc1F)N[C@H]1CC[C@H](CCNC(=O)C2CCCC2)O[C@H]1CO	-1	2	0	-0.9	10	-12[16.7 µM]	13	7
Cc1nc(NN)nc(NCc2ccccc2)n1	0	-2	1	0.4	-7	-2	1	3
CCOCCc1nnc(NC(=O)C2CC(=O)N(CCc3ccc(F)cc3)C2)s1 (stereo unspecified)	2	.	0	0.3	-4	1	7	0
Cc1ccc(C(=O)NC2(C(F)(F)F)N=C3SCCN3C2=O)cc1 (stereo unspecified)	-4	17	0	.	.	2	19	.
CCOC(=O)c1cnc(SCc2nc(N)nc(Nc3ccccc3)n2)nc1N	-3	41	-4	.	4	-2	.	-36
C[C@H]1CN([C@@H](C)CO)S(=O)(=O)c2ccc(-c3cccnc3)cc2O[C@H]1CN(C)Cc1cccnc1	.	-7	.	-1.2	19	0[16.7 µM]	2	-23
CCCC#Cc1cnc2c(c1)C(=O)N([C@H](C)CO)C[C@@H](C)[C@H](CN(C)C(=O)c1cnccn1)O2	1	-3	-8	1.8	16	10[16.7 µM]	-5	7
CCOC(=O)Cn1nc(/C=C/c2ccccc2)ccc1=O	0	39	2	.	-1	0	.	.
CC(=O)Nc1ccc(N(C(=O)c2cnccn2)C(C(=O)NC2CCCCC2)c2ccc(O)cc2)cc1 (stereo unspecified)	1	-7	-2	.	-14	4	.	.
O=C(Cn1cc(Br)ccc1=O)Nc1ccc2c(c1)OCO2	-7	11	-1	0.5	2	.	-1	2
CO[C@@H]1CN(C)C(=O)c2cc(NS(=O)(=O)c3c(C)noc3C)ccc2OC[C@@H](C)NC[C@@H]1C	2	-7	-4	-3.4	24	.	3	-3
Cc1noc(C)c1NC(=O)NCC[C@@H]1CC[C@H](NC(=O)Nc2cccc(F)c2)[C@H](CO)O1	2	-2	1	-0.4	-4	.	-2	6
C[C@H]1CN([C@@H](C)CO)C(=O)Cc2cc(NC(=O)Nc3ccccc3)ccc2O[C@@H]1CN(C)S(=O)(=O)c1cccs1	3	3	3	0.3	-38	-7[16.7 µM]	0	.
COc1ccc(/C=C/C2=CC(C)(C)NC(=S)N2)c(OC)c1	.	-4	.	-3.3	.	.	-3	4
COc1ccc2[nH]c(=O)c(-c3nnn(-c4ccccc4)n3)cc2c1	3	-9	-2	0.8	-1	-4	-7	-21

The final 5 entries of the part before come first, to join the parts:
SMILES	PglD DTNB	PGC1a acetyl inh	Cneo AK release	F508del corr	C2C12 statin	miR-122 sensor	GSIS activator	FN deposition inh
CO[C@@H]1CN(C)C(=O)c2cc(NS(=O)(=O)c3c(C)noc3C)ccc2OC[C@@H](C)NC[C@@H]1C	2	-7	-4	-3.4	24	.	3	-3
Cc1noc(C)c1NC(=O)NCC[C@@H]1CC[C@H](NC(=O)Nc2cccc(F)c2)[C@H](CO)O1	2	-2	1	-0.4	-4	.	-2	6
C[C@H]1CN([C@@H](C)CO)C(=O)Cc2cc(NC(=O)Nc3ccccc3)ccc2O[C@@H]1CN(C)S(=O)(=O)c1cccs1	3	3	3	0.3	-38	-7[16.7 µM]	0	.
COc1ccc(/C=C/C2=CC(C)(C)NC(=S)N2)c(OC)c1	.	-4	.	-3.3	.	.	-3	4
COc1ccc2[nH]c(=O)c(-c3nnn(-c4ccccc4)n3)cc2c1	3	-9	-2	0.8	-1	-4	-7	-21
COC(C[C@@H]1O[C@H]1[C@@H](O)COCc1ccccc1)OC	-2	.	2	0.1	8	.	-11	0
CC1CCN(S(=O)(=O)N2CCC(C(=O)NCc3ccc4c(c3)OCO4)CC2)CC1	2	.	0	.	.	-10	-13	-5
COc1ccc(-c2nc(CS(=O)(=O)CC(=O)NCc3ccccc3Br)c(C)o2)cc1	-6	-4	0	-3.3	15	-1	.	-8
O=C(O)c1ccc(NCc2ccc(Br)cc2)cc1	.	-5	.	-0.5	.	.	-3	1
CCO[C@@H]1OC(C(=O)N2CCCCCCC2)=C[C@H](c2ccc3c(c2)OCO3)[C@H]1CCCO	0	.	-3	0.6	-1	.	-3	12
COc1ccc(NC(=O)CN(C)C(=O)C2CCCO2)cc1 (stereo unspecified)	-7	11	-2	0.4	17	-5	6	2
COc1ccc(S(=O)(=O)Nc2ccc3c(c2)C(=O)N([C@@H](C)CO)C[C@H](C)[C@@H](CN(C)C(=O)Nc2ccc(C(F)(F)F)cc2)O3)cc1	-2	2	56	1.4	.	-2[16.7 µM]	-9	3
Nc1nccc(-c2nn(-c3ccc(Cl)cc3)ccc2=O)n1	.	0	.	.	-7	1	1	-5
COc1ccc(OCCCC(=O)Nc2cc(Cl)ccc2-n2cncn2)cc1	-2	.	0	-2.8	9	-4	-5	12
NC(=O)c1ccc[n+](CC(=O)c2ccc(NC(=O)c3ccccc3)cc2)c1	5	-3	-10	-1.2	-6	-6	8	.
CCOc1ncccc1C(=O)OCC(=O)N(CC(C)C)c1c(N)n(Cc2ccccc2)c(=O)[nH]c1=O	.	1	.	2.5	.	4	11	3
C=C1SC(Nc2c(C)cccc2C)=NC12CCCCC2	0	-1	4	2.8	.	-7	-20	-3
CN1CCN(c2cc(-c3ccc4ccccc4c3)nc3ccnn23)CC1	-3	.	0	-3.2	-1	0	-11	-2
CCCS(=O)(=O)NC(=O)C1(C)CCCN(C(=O)c2cc(F)ccc2C)C1 (stereo unspecified)	1	10	1	-0.8	3	1	9	7
Cc1ccc(NC(=O)CSc2nc(N)cc(=O)[nH]2)cc1S(=O)(=O)N1CCCCCC1	2	5	2	0.8	-11	-1	.	-2
O=C(/C=C/c1cc([N+](=O)[O-])ccc1OC(F)F)Nc1cccc([N+](=O)[O-])c1	.	-5	.	-2.7	.	.	-3	-11
Cc1ccc(NC(=O)c2cc(C)nc3ccccc23)cc1	-3	-6	-1	-1.7	-6	7	-2	-6
CC1(c2nnc(Cc3ccccc3)o2)CC(c2cccc(F)c2)=NO1 (stereo unspecified)	-1	6	-2	-4.5	8	-3	10	-8
COC(=O)c1sccc1NC(=O)Nc1cc(OC)ccc1OC	5	3	-6	2.3	-10	7	-3	5
N#C[C@H]1[C@@H](c2ccc(-c3ccccc3)cc2)[C@H](CO)N1C(=O)Cc1ccccc1	1	-1	-1	-0.6	-22	.	-7	-6
Cc1ccccc1-c1ccc([C@@H]2[C@H](CO)N3CCCCN(C(=O)CN4CCOCC4)C[C@@H]23)cc1	-1	-6	45	-0.9	.	6[16.7 µM]	-8	.
O=C(Cc1ccc(Br)cc1)Nc1ccccc1N1CCCC1	-1	.	1	-2.8	.	.	-15	3
C[C@@H]1CCCCO[C@@H](CN(C)S(=O)(=O)c2cccs2)[C@H](C)CN([C@H](C)CO)C(=O)c2cc(NS(=O)(=O)c3cccs3)ccc2O1	4	-17	1	1.0	.	-9[16.7 µM]	-6	-8
Cc1ccc(CNCc2cccnc2)s1	5	.	-6	-0.5	0	-10	1	-6
O=C(Nc1ccnn1C1CCN(Cc2cccc(OCCO)c2)CC1)c1cccc(F)c1	-3	0	1	-2.7	17	-9	-10	8
O=C1CCC/C1=C/Nc1ccc2c(c1)OCO2	-2	-13	0	.	3	11	.	6

Compound profiles, from the list above. Screens in order: PglD DTNB	PGC1a acetyl inh	Cneo AK release	F508del corr	C2C12 statin	miR-122 sensor	GSIS activator	FN deposition inh
`COc1cc(C(=O)Nc2ccc(N(C)C)cc2)c([N+](=O)[O-])cc1OC` is entered as -8	.	0	.	.	.	3	-8
`Cc1ccc(CNCc2cccnc2)s1` is entered as 5	.	-6	-0.5	0	-10	1	-6
`CC(=O)Nc1ccc(N(C(=O)c2cnccn2)C(C(=O)NC2CCCCC2)c2ccc(O)cc2)cc1` (stereo unspecified) is entered as 1	-7	-2	.	-14	4	.	.
`O=C(/C=C/c1cc([N+](=O)[O-])ccc1OC(F)F)Nc1cccc([N+](=O)[O-])c1` is entered as .	-5	.	-2.7	.	.	-3	-11
`COC(=O)Cc1c(C)c2ccc(OCC(=O)N(C)C)cc2oc1=O` is entered as 3	6	-2	.	0	-3	.	7
